Screens as filed in PubChem BioAssay.
phage Ecoli inh: E. coli growth loss with phage present; growth absorbance; 0.26% of 360,000 active; inhibition, % at 11.9 µM; in the data active means inhibition above about 11%
PKA-R2B act: PKA-R2B complex activation; 0.079% of 340,000 active; P22694+P31323; PKA-R2B holoenzyme dissociation, Cy5-IP20 fluorescence polarization; R2B truncated from residue 108, S112A mutant; 0% DMSO only, 100% 113 µM cGMP; AID 504700; activation, % at 11.4 µM;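 active means activation above a cutoff set at the mean over all compounds plus 3 SD, cut at about 18% in these data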;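 further: higher means more holoenzyme dissociation and a rise in polarization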
SUMO Mot1 rescue: inhibitors of SUMOylation pathway: yeast Mot1-301 growth rescue; S. cerevisiae Mot1-301 growth rescue, ATP luminescence, 38.5C; percent above DMSO median, 100 means doubled; growth rescue, % at 18.8 µM; 1% of 320,000 active;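 active means every valid replicate shows activation above 250% relative to neutral control wells; inactive means the rest, any valid replicate at or below 250%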;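 further: OY570 slx delta 5 strain wells were the positive control but not used for scaling; some compounds called inactive have numbers as strong as hits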
E coli growth: reduces bacterial viability in AddAB counter-screen; E. coli V3065 growth, OD600 absorbance, 18 h; inhibition, % at 11.9 µM; 0.27% of 330,000 active; AID 449728;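 active means inhibition above the campaign's mean inhibition across all tested compounds plus 3 SD, cut at about 9.9% in these data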;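 further: uninfected addAB+ strain grown without phage in ampicillin broth; 0% = DMSO wells and 100% = ciprofloxacin 0.95 µg/ml wells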
AddAB inh: less growth of phage-infected E. coli with AddAB | AID 435030 | inhibition, % at 11.9 µM | 0.29% of 330,000 active | E. coli expressing H. pylori AddAB, absorbance growth; in the data active means inhibition above about 12%;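 further: 0% = vehicle wells of infected cells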
DAGLB inh: blocks human DAGLB lipase activity; Q8NCG7; HEK293T DAGLB membrane lysate, EnzChek fluorogenic substrate; 0.059% of 340,000 active; AID 504411; inhibition, % at 5.17 µM; in the data active means inhibition above about 34%;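 further: 0% = enzyme with vehicle and 100% = wells lacking enzyme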
Target sequence (Q8NCG7 whole entry, looked up): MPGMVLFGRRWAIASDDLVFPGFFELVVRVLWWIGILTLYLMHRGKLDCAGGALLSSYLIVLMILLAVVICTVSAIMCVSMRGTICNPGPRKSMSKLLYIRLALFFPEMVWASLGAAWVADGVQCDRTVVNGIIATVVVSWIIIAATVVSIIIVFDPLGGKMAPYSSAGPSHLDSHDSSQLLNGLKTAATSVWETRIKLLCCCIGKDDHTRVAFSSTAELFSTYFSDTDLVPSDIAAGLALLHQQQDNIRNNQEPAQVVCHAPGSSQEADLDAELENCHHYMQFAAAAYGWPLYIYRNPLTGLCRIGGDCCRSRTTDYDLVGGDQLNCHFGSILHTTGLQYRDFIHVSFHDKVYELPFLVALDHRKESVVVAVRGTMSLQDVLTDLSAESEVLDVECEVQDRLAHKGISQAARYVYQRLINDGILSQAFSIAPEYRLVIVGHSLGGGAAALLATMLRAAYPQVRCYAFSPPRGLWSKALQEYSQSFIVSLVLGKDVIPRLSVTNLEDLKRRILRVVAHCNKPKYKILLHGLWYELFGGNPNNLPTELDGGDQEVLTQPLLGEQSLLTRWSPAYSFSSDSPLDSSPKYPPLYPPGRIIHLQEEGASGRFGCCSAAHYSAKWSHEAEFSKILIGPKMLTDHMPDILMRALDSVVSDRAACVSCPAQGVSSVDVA
PKA-R1A act: activators of PKA-R1A complex; P00514+P68181; PKA-R1A dissociation, Cy5-IP20 fluorescence polarization; scaled: DMSO 0%, 113 µM cGMP 100%; activation, % at 11.4 µM; 0.083% of 340,000 active; AID 504707;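 active means percent activation above the mean of all tested compounds plus 3 SD, cut at about 19% in these data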;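 further: higher means more PKAc released from R1A so a rise in polarization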
HTR5A ag: activates human HTR5A in OPRM1-OPRD1 agonist counter-screen; P47898; HTR5A agonist assay, luminescence, cell-based; activation, % at 9.3 µM; 0.61% of 340,000 active; AID 504692; in the data active means activation mostly above about 9.5%, no sharp cut-off; inactive means mostly below about 7.6%;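 further: 0% = cells with vehicle only and 100% = reference agonist; strong numbers were not always called active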
Target sequence (P47898 whole entry, looked up): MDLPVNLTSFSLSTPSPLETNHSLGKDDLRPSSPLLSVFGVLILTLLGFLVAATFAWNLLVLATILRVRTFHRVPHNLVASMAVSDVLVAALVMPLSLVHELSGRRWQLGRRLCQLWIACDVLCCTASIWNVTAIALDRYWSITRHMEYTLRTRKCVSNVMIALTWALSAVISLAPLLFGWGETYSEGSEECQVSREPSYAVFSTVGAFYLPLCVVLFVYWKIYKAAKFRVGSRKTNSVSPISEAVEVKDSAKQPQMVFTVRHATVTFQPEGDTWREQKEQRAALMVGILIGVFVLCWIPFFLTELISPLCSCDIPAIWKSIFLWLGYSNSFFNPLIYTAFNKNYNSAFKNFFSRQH
HTR5A inv ag: HTR5A inverse agonism, opioid heterodimer counter-screen. P47898. inhibition, % at 9.3 µM. AID 504634. 0.083% of 340,000 active. HTR5A cell line, luminescence; in the data active means inhibition mostly above about 23%, no sharp cut-off; inactive means mostly below about 18%;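 further: 0% = cells with DMSO and 100% = no-cell wells with DMSO; some compounds called inactive have numbers as strong as hits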
Tat transport: E. coli Tat transport inhibition | E. coli MC4100 TorA-mCherry Tat export, fluorescence | 0.036% of 340,000 active | inhibition, % at 10 µM;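 active means mean replicate inhibition at least 50% and at least half of replicates individually reaching 50%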;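 further: exported cargo escapes ClpAP degradation while cytoplasmic cargo is degraded and loses fluorescence; 0% = median of neutral control wells and 100% = median of NaSCN control wells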
CDK5 p35 inh: blocks human CDK5/p35 kinase activity | 0.01% of 330,000 active | Recombinant CDK5/p35, ADP-Glo luminescence, 60 min | inhibition, % at 10 µM;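 active means highest replicate inhibition of at least 50% and at least 75% of replicates reaching 50%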;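 further: plate controls were DMSO neutral control for no effect and GW8510 at 10 µM for full effect; many of its hits are not listed in these tables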
* hit, by the source's call; x = no result given.

SMILES	phage Ecoli inh	PKA-R2B act	SUMO Mot1 rescue	E coli growth	AddAB inh	DAGLB inh	PKA-R1A act	HTR5A ag	HTR5A inv ag	Tat transport	CDK5 p35 inh
CCC(C)NC(=O)C1c2ccccc2C(=O)N(c2ccc(OC)cc2)C1c1ccc(OC)cc1 (stereo unspecified)	3.3	1.4	-18.6	-0.7	1.5	-4.3	-10.4	3.2	-7.9	-3.8	1.3
COc1ccc(N2C(=O)C3CCCN3C2c2cccc(F)c2)cc1Cl (stereo unspecified)	0.6	0.5	13.1	-0.3	3.9	-1.2	-7.5	-1.5	7.4	-10.9	0.3
CC1Cc2ccccc2N1C(=O)COC(=O)/C=C/c1ccc(F)cc1 (stereo unspecified)	4.7	1.6	15.1	0.9	2.8	-6.4	-5.9	-1.5	5.5	2.6	-0.9
CCc1nnc(NC(=O)C2CCN(c3cnccn3)CC2)s1	3.7	-5.1	-7.9	-1.8	0.9	0.5	-11.5	-0.3	3.1	3.0	-1.9
Cc1ccc2c(c1)-c1c(ssc1=S)C(C)(C)N2C(=O)CN1C(=O)c2ccccc2C1=O	-0.3	-9.2	-12.6	-2.1	1.1	-0.1	2.6	-1.9	0.0	8.6	0.3
O=C1NC(=O)/C(=C/c2ccccc2Cl)N1	0.6	-1.4	344.6	0.4	-0.1	-0.2	3.2	2.7	-9.6	-2.9	1.5
CC1CCCCC1NC(=O)C1CCC(CNS(=O)(=O)c2cccc3cccnc23)CC1 (stereo unspecified)	6.8	6.4	11.5	0.2	2.5	-1.2	6.7	1.8	-6.8	-7.9	0.3
CCCCN(C(=O)Cc1cccs1)c1nnc(-c2cccnc2)s1	0.0	-8.8	-7.9	-1.2	0.3	-1.2	0.5	3.5	8.0	-4.2	0.1
Cc1ccccc1NC(=O)C1C2CC/C=C\CCC21 (stereo unspecified)	3.5	3.8	0.3	-1.0	1.8	-0.5	-2.2	-3.8	-10.4	-6.5	-1.0
Nc1nonc1-c1nc2ccccc2n1CC(=O)N1CCN(c2ccc(F)cc2)CC1	0.2	-4.9	5.3	0.8	1.7	0.8	-4.4	x	x	-5.6	0.7
CCCCn1c(-c2nn(C)c(C)c2Cl)n[nH]c1=S	3.7	-0.8	-11.5	0.5	-2.3	-1.8	-0.6	-0.8	-18.8	2.8	0.9
O=C(Cn1cnc2ccccc21)N/N=C/c1ccco1	2.6	6.3	-2.6	-2.0	0.8	-0.9	18.4	x	x	1.1	-0.3
COc1ccc(/C(N)=N/OC(=O)Cc2ccc(OC)c(OC)c2)cc1	3.0	-6.0	14.5	1.7	1.2	-4.9	-0.6	3.7	-24.6	3.3	0.3
CCC(OC(=O)CN1C(=O)c2ccccc2C1=O)C(=O)NC1CCCC1 (stereo unspecified)	2.0	-7.0	-11.3	-3.3	-0.6	-1.1	-1.3	2.3	-6.2	-9.3	1.4
COc1ccc2c(c1)c(N=O)c(O)n2C	-2.6	0.4	0.6	-0.5	3.4	1.1	-8.0	0.3	3.7	0.4	1.5
O=C1CCCN1CCCNS(=O)(=O)c1ccccc1	-3.7	7.2	-7.8	0.5	-0.3	3.7	-6.0	-0.2	0.4	-4.4	-1.6
CCCCCc1c(C)[nH]c2nc3ccccc3n2c1=O	2.8	-3.2	39.9	2.7	0.9	-5.0	-5.4	3.0	-10.7	6.4	0.8
COCCN(C(=O)c1snc(C(N)=O)c1N)C(C(=O)NC1CCCCC1)c1ccc(F)cc1 (stereo unspecified)	4.6	-5.6	-3.6	1.4	1.2	0.6	-7.7	2.4	-6.6	-0.5	1.2
O=C(COC(=O)c1ccc2c(c1)C(=O)N(Cc1ccco1)C2=O)NCC(F)(F)F	1.1	-2.9	0.0	-0.6	3.3	-3.1	-7.3	-5.0	-8.9	0.4	-2.0
CC1(C)Cc2c(sc3ncn4nc(-c5ccco5)nc4c23)CO1	1.3	5.0	-19.3	0.7	1.6	-2.3	0.3	-0.7	-10.3	-5.0	0.5
O=C(NCCS(=O)(=O)N1CCN(c2ccccc2F)CC1)c1ccc(Br)cc1	3.9	-3.1	3.5	0.2	0.4	-0.3	1.3	1.5	19.4	-8.8	-2.3
CC(C)(C)NC(=O)NC12CC3CC(CC(C3)C1)C2	2.3	-5.9	-8.2	-0.8	0.2	0.5	-8.0	0.2	-24.6	-0.8	0.8
Cc1nn(-c2ccccc2)c(C)c1NC(=O)COC(=O)c1cc(Cl)ccc1O	2.1	-1.6	-20.3	1.6	-1.0	-3.0	-14.5	-7.2	18.0	-8.5	-1.5
Cc1csc2c(=O)n(CCO)c(=O)[nH]c12	-0.3	x	0.2	1.2	-1.8	x	x	x	x	-5.9	1.1
O=C(c1cccc(N2CCCC2=O)c1)N1CCN(c2cccc(Cl)c2)CC1	x	-4.1	-5.5	-1.1	4.6	0.3	1.4	-0.1	-13.5	-2.2	-3.2
(list continues)
SMILES	phage Ecoli inh	PKA-R2B act	SUMO Mot1 rescue	E coli growth	AddAB inh	DAGLB inh	PKA-R1A act	HTR5A ag	HTR5A inv ag	Tat transport	CDK5 p35 inh
O=C(CCC(=O)Nc1ccc(Br)cc1)N/N=C/c1cc([N+](=O)[O-])ccc1O	3.4	-0.5	-14.3	-0.4	5.5	9.8	-5.3	-4.5	-17.1	6.5	0.2
O=C(Nc1cccc(S(=O)(=O)N2CCCCCC2)c1)c1cncc(Br)c1	2.9	-5.9	11.6	0.4	-1.0	-2.8	-0.2	0.6	-2.1	3.6	-2.3
COCCCN(C(=O)c1cc2c(s1)CCCCC2)c1c(N)n(Cc2ccccc2)c(=O)[nH]c1=O	-1.1	-7.0	x	-1.3	0.1	2.5	-11.6	1.2	-9.7	12.1	1.9
CC(c1ccco1)N(C(=O)c1ccc(S(=O)(=O)N2CCCCC2)cc1)c1ccccn1 (stereo unspecified)	0.8	11.0	-3.6	0.2	2.5	-1.8	0.2	3.7	-23.9	10.6	-0.2
CNC(=O)c1sc(SC)cc1-c1ccc(Cl)cc1	1.1	-6.4	4.3	-0.4	1.6	-0.2	3.4	2.2	-1.4	-3.2	0.1
C[C@@H]1CN([C@H](C)CO)C(=O)c2cc(NS(=O)(=O)c3ccc(F)cc3)ccc2O[C@@H]1CN(C)Cc1ccc(Cl)c(Cl)c1	3.4	3.2	x	-1.6	2.4	0.9	-10.0	3.3	-12.2	10.2	5.3
O=C(Cn1c(C(=O)O)cc2ccccc21)c1ccccc1	2.6	7.5	-14.0	-3.5	2.0	-0.1	-8.2	-1.3	4.7	6.4	0.9
CN1CCN(C(=O)c2cnn(-c3ccccc3)c2NC(=O)c2ccc(Br)cc2)CC1	1.6	1.4	150.6	-1.0	2.7	-5.2	-4.6	2.1	-4.5	-2.8	0.0
OCCN1CCN(c2nc(-c3ccccc3)nc3c2oc2ccccc23)CC1	-1.8	-9.7	16.6	-0.8	-2.8	-0.5	-9.3	-0.1	-0.6	1.2	3.7
CCC1CCCN1Cn1cnc2c([nH]c3ccccc32)c1=O (stereo unspecified)	3.0	-1.6	2.1	1.7	0.2	-1.5	5.0	0.0	-34.7	-7.3	-0.7
Cc1ccc(C2(C(F)(F)F)NC(=O)N3CCCN=C3S2)cc1 (stereo unspecified)	2.3	-0.8	17.8	0.2	0.9	-2.0	-15.1	2.3	-5.3	5.1	1.1
COc1ccc2c(c1)c(C(C)=O)c(C)n2-c1ccccc1	-0.2	-1.1	78.0	3.2	2.1	-3.8	-1.9	-3.9	5.2	-3.4	1.8
CN(CC(=O)NNC(=O)c1cccnc1)S(=O)(=O)c1cc(Cl)ccc1Cl	3.0	-3.0	-10.1	-1.0	-0.4	-0.2	4.2	-0.7	-17.7	0.5	-1.6
Cc1ccc(C)c(-c2nnc(NC(=O)Cc3ccc(F)cc3)o2)c1	x	3.5	5.8	-5.6	-6.7	-4.2	-9.4	1.5	-11.4	-1.3	0.1
CCOCCn1c(SCCCc2ccccc2)nc2c1c(=O)[nH]c(=O)n2C	1.9	5.5	x	-0.2	-0.6	6.5	13.8	3.9	-47.7	0.5	-3.7
CN1C(=O)c2ccc(NC(=O)c3c(F)c(F)c(F)c(F)c3F)cc2C1=O	-1.6	1.6	-6.4	-1.1	0.9	-2.0	-3.9	2.4	-24.8	0.2	-0.9
CC1CCC(O)(C(C(=O)O)c2ccccc2)CC1 (stereo unspecified)	3.0	-2.4	x	x	x	-1.7	-5.6	-1.6	6.4	-3.3	1.9
O=[N+]([O-])c1ccccc1/C=N\Nc1nccs1	2.4	-0.8	-2.2	-0.8	1.3	4.7	-5.7	1.8	-6.8	8.4	1.1
CCCCCn1cnc2c(sc3nc4c(cc32)CSC(C)(C)C4)c1=O	2.0	-11.5	-0.7	0.2	1.9	-2.4	2.4	-0.1	-25.5	4.8	-0.6
Cc1nnc(Nc2ccccc2F)s1	-1.0	-2.0	-11.8	-1.3	1.6	2.1	-1.9	3.3	-19.2	-3.4	0.6
Cc1nnc(SCC(=O)Nc2cc(-c3cc(C)c(C)cc3C)nn2-c2ccccc2)s1	4.5	-3.2	-8.3	-1.0	1.9	-4.6	-8.9	-0.5	1.1	-1.5	0.4
C/C(=N\N=C\c1ccccc1F)c1nnn(-c2nonc2N)c1C	0.2	-11.0	-1.4	0.3	-0.2	-6.8	-6.1	2.2	-27.5	-4.5	0.0
COc1ccccc1CN1CCCC(C(=O)N(C)Cc2ccccc2)C1 (stereo unspecified)	0.2	-0.7	x	x	x	2.2	1.5	0.5	-5.1	-7.5	-0.7
O=C(Nc1nc2ccccc2[nH]1)c1cc2ccccc2o1	-2.7	-7.2	-5.8	-3.2	-5.8	1.4	-1.0	-2.6	6.8	-0.1	-0.3
O=C(COC(=O)C1CCN(C(=O)Nc2ccccc2)CC1)NCC(F)(F)F	4.4	1.1	-12.9	-0.2	1.0	-2.2	7.4	-1.4	3.9	-5.9	1.4
Continued:
SMILES	phage Ecoli inh	PKA-R2B act	SUMO Mot1 rescue	E coli growth	AddAB inh	DAGLB inh	PKA-R1A act	HTR5A ag	HTR5A inv ag	Tat transport	CDK5 p35 inh
C[C@H]1CN([C@@H](C)CO)C(=O)c2cc(NC(=O)C3CCCCC3)ccc2O[C@H]1CN(C)Cc1ccc(-c2ccccc2)cc1	4.5	-3.7	-6.2	1.1	1.8	-1.0	-7.1	0.9	-19.2	12.7	2.7
CC1(C)CC(C2N3CC4(C)CN2CC(C)(C3)C4=O)CCO1 (stereo unspecified)	1.1	-3.6	-18.0	-1.7	-1.2	-0.8	5.2	3.9	12.3	-1.9	1.2
O=C(NC1CCCCCC1)c1ccco1	-0.7	-2.5	11.5	-1.0	3.9	-3.4	-3.8	-0.5	1.9	3.5	2.8
O=S(=O)(NCCC1=CCCCC1)c1ccccc1Br	2.9	-8.0	x	x	x	-4.6	-6.9	6.8	-11.6	18.7	1.7
COC(=O)c1sccc1NC(=O)Cc1ccc(OC)cc1	-0.6	3.8	8.8	0.8	2.7	-1.9	-2.1	5.3	-18.2	-15.7	1.6
CN(C(=O)CSc1nnc(Cc2cccc3ccccc23)n1N)C1CCS(=O)(=O)C1 (stereo unspecified)	3.0	1.5	-13.4	1.3	2.9	-0.5	-3.4	-4.3	-10.3	-7.6	1.0
COC(=O)C1=C(C)Nc2nnnn2C1c1ccc(Cl)cc1Cl (stereo unspecified)	2.5	-8.4	322.0	2.5	-0.4	-6.1	1.0	8.3	-23.3	4.3	-1.7

Outcome played no part in choosing rows, and some 2.3% of all compounds hit somewhere here.
